High-throughput results as filed in PubChem BioAssay.
Nrf2 inh = blocks Nrf2 signaling | Potency, µM (titrated, usually from 46 µM), for inactives: at the top dose activity change, negative = inhibition, most hits filed as inhibitors | 360,000 tested, 2.1% active | A549 ARE-Fluc reporter, luciferase luminescence, 18-24 h; also: potency is read from the fitted curve at half-maximal effect; % is scaled to controls: 0 for no effect and ±100 for the full control effect; nearly all actives have a fitted effect of over 60% in size
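A549 ARE_Fluc cells (5000/well, 5% FBS OPTI-MEM) pre-incubated 2 h, then treated with compounds 18-24 h at 37C/5% CO2 in concentration-response. CellTiter-Fluor viability read first; BugLite luciferase luminescence after 15 min at room temperature gives Nrf2 activity.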
TGFb inhibitor = TGF-b pathway inhibition. HepG2 CAGA-GFP TGF-b/SMAD3 reporter, GFP fluorescence, 18 h; TGF-beta stimulated, 500 pg/mL final. Potency, µM (top dose mostly 46.1 µM), for inactives: at the top dose activity, negative = inhibition, most hits filed as inhibitors. 410,000 tested, 1.2% active; also: potency is read from the fitted curve at half-maximal effect; % is scaled to controls: 0 for no effect and ±100 for the full control effect; nearly all actives have a fitted effect of over 65% in size
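HEPG2 CAGA-GFP, 1000 cells/well; 2 h settle, 37 C; cpd via pin tool; TGF-b 500 pg/mL final; 18 h, 37 C; GFP imaging ex488/em500-530; %Activity normalised to -TGF-b and +DMSO controls; CRC fit, curve class.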
Nrf2 activator = activates Nrf2 signaling; AREc32 ARE-luciferase reporter (MCF7-derived line), luminescence, 24 h; Potency, µM (highest dose often 46.1 µM), for the others: at the top dose activation, most hits filed as activators; 410,000 tested, 0.31% active; also: potency is read from the fitted curve at half-maximal effect; % of control where 0% means no effect; nearly all actives have a fitted effect of over 65% in size
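Each well held 1000 AREc32 cells, which were incubated with compound for 24 hr at 37 deg C after overnight attachment, and ARE reporter activity was quantified by firefly luciferase luminescence.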
A549 viability = counter-screen for Nrf2 inhibitors: cytotoxicity in A549 cells; A549 ARE-Fluc cells, CellTiter-Fluor viability, 18-24 h; Potency, µM (series often up to 46 µM), for inactives: top-dose activity change, negative = cytotoxicity, hits mostly inhibitors; 390,000 tested, 0.16% active; AID 504648; also: potency is read from the fitted curve at half-maximal effect; % is scaled to controls: 0 for no effect and ±100 for the full control effect
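Cytotoxicity counterscreen: CellTiter-Fluor fluorescence was measured in A549 ARE_Fluc cells after 18-24 h of compound exposure in a concentration series. The subsequent BugLite luminescent read reports ARE-luciferase activity.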
HepG2 tox = kills HepG2 cells in TGF-b inhibitor counter-screen; HepG2 CAGA-GFP viability, ATP luminescence, 18 h; Potency, µM (top dose mostly 46.1 µM), inactives show at the highest dose activity change, negative = cytotoxicity, most hits filed as cytotoxic; 410,000 tested, 0.76% active; also: potency is read from the fitted curve at half-maximal effect; some results filed as inactive show a strong effect at the top dose
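CellTiter-Glo luminescence gave cytotoxicity after 18 hours at 37 degrees C. The cells were HepG2 CAGA-GFP in 1% FBS DMEM, stimulated with 500 pg/mL TGF-beta after compound addition. %Activity was normalised to no-cell wells (complete cell-killing) and DMSO (no toxicity), and curves were fitted and classified.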
IL-1B inflam inh = inflammasome signaling inhibition, IL-1 beta readout; THP-1 LPS/ATP IL-1B secretion, AlphaLISA, 16 h; active compounds read low; activity change, % at 57.5 µM; 360,000 tested, 4.7% active; AID 743279; in the data active = activity change below about -50%; inconclusive = mostly about -30% to -49%; also: % is scaled to controls: 0 for no effect and ±100 for the full control effect
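Secreted IL-1B measured by AlphaLISA bead assay after 16 h compound exposure of THP-1 cells; compounds (final up to 57.5 uM) added 1 h before LPS (250 ng/mL) and ATP (1.25 mM) stimulation; lower signal means less secretion.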
MCF10A rereplic = DNA re-replication induction in MCF 10a cells | MCF 10A DNA re-replication, Hoechst nuclear intensity, 48 h | AID 624296 | 350,000 tested, 2.9% active | Potency, µM (series often up to 46.1 µM), for the others: at the top dose activity, positive = re-replication, most hits filed as activators; also: potency is read from the fitted curve at half-maximal effect; % of control where 0% means no effect; nearly all actives have a fitted effect of over 50% in size
ATXN2 expr inh = inhibitors of ATXN2 expression | 360,000 tested, 0.72% active | Potency, µM (top dose mostly 57 µM), inactives show top-dose activity change, negative = inhibition, usual class: inhibitors | HEK-293 ATXN2-luciferase reporter, luminescence, 24 h; also: potency is read from the fitted curve at half-maximal effect; % is scaled to controls: 0 for no effect and ±100 for the full control effect; nearly all actives have a fitted effect of over 55% in size
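ATXN2-luciferase reporter cells (luciferase flanked by upstream and downstream ATXN2 gene portions) were treated 24 h at 37 °C with compounds at up to 57 uM. SteadyGlo luminescence gave expression; GF-AFC fluorescence gave viability.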
S2 tox = viability counter-screen for ATXN expression inhibitors. S2 cells (HEK-293 line with an ATXN2-luciferase reporter) viability, CellTiter-Fluor protease fluorescence, 24 h. Potency, µM (titrated, usually from 56.7 µM), actives largely listed as cytotoxic. 400,000 tested, 0.49% active. AID 651635; also: potency is read from the fitted curve at half-maximal effect; nearly all actives have a fitted effect of over 40% in size
Active calls of the source: *; i = inactive; ? = inconclusive; / = not tested or not shown; & = joins results of further samples; [ ] = another dose, or the depositor's remark. Unless noted, calls follow the shape of the dose curve; as a rule, active = well fitted curve in the direction sought with a large enough effect; inconclusive = small, poorly fitted or top-dose-only effect, or another doubt; inactive = no such curve, though single readings can be large; an effect the other way counts as inactive or inconclusive.

1: Cc1cccc(C(=O)NC(C(=O)Nc2ccc(S(=O)(=O)Nc3nccs3)cc2)C(C)C)c1 (stereo unspecified)
2: Cc1cc(S(=O)(=O)N2CCCC2)ccc1OCC(=O)NCc1ccco1
3: Cc1nnc(NC(=O)c2c(-c3ccccc3)noc2C)s1
4: Cn1c(SCC(=O)Nc2ccc(NC(=O)c3cccs3)cc2)nnc1-c1ccncc1
5: CC(C)CCNC(=O)c1ccc(Cn2c(SCC(=O)NC(C)C)nc3ccccc3c2=O)cc1
6: O=S(=O)(NC1CCc2ccccc21)c1ccc(S(=O)(=O)N2CCCC2)cc1 (stereo unspecified)
7: Cc1cccc(C(=O)NCC(=O)OCc2cc(=O)n3nc(CC(C)C)sc3n2)c1
8: CC(=O)c1ccc(S(=O)(=O)N2CCN(c3nc(-c4cccs4)nc4ccccc34)CC2)cc1

entry no.	1	2	3	4	5	6	7	8
S2 tox	i	i	i	i	i	i	i	/
MCF10A rereplic	5.5%	-12.0%	2.0%	1.0%	/	?	/	/
Nrf2 inh	7.1%	9.2%	1.6%	-4.2%	/	4.11µM*	13.1%	-8.9%
HepG2 tox	-0.9%	1.2%	-8.0%	-4.1%	-10.9%	-25.6%	-19.4%	-14.5%
TGFb inhibitor	2.9%	-16.7%	9.4%	8.8%	2.3%	?	?	-0.2%
Nrf2 activator	-1.6%	-1.0%	-0.6%	0.3%	0.0%	1.8%	-0.2%	/
A549 viability	-0.4%	2.3%	-4.8%	8.6%	16.4%	-2.6%	6.6%	1.1%
ATXN2 expr inh	10.6%	-6.4%	1.2%	0.4%	1.7%	-4.2%	-4.7%	/
IL-1B inflam inh	-14.3	11.3	11.1	-18.6	/	-29.6	/	/

Next section; the last 3 above are carried over.
6: O=S(=O)(NC1CCc2ccccc21)c1ccc(S(=O)(=O)N2CCCC2)cc1 (stereo unspecified)
7: Cc1cccc(C(=O)NCC(=O)OCc2cc(=O)n3nc(CC(C)C)sc3n2)c1
8: CC(=O)c1ccc(S(=O)(=O)N2CCN(c3nc(-c4cccs4)nc4ccccc34)CC2)cc1
9: COc1ccc(CCC(=O)NCc2cn3ccc(C)cc3n2)cc1
10: CCOC(=O)CCCCCC(=O)Nc1ccc2c(c1)C(=O)N([C@@H](C)CO)C[C@H](C)[C@H](CN(C)C(=O)Nc1ccc(C(F)(F)F)cc1)OCCCC[C@H](C)O2
11: CC(C)Oc1ccc(S(=O)(=O)N2CCOCC2)cc1NC(=O)Cc1ccsc1
12: COC(=O)c1cc2oc(C)cc2n1Cc1ccc(Br)cc1F
13: O=C(NCCc1ccccc1F)C1CCC(=O)N(CCCN2CCCC2=O)C1 (stereo unspecified)
14: COc1cccc2sc(N(Cc3cccnc3)C(=O)c3ccc4c(c3)OCCO4)nc12
15: C#CC(C)(C)NC(=O)c1cnc(-c2ccccc2)nc1-c1ccccc1
16: COc1ccc2c(c1)c(=O)c(C(=O)c1ccc(F)cc1)cn2CC(=O)Nc1ccc(F)cc1

entry no.	6	7	8	9	10	11	12	13	14	15	16
S2 tox	i	i	/	?	i	i	i	i	/	i	?
MCF10A rereplic	?	/	/	1.7%	/	?	/	-22.8%[9.22 µM]	/	-1.5%	11.6%
Nrf2 inh	4.11µM*	13.1%	-8.9%	13.5%	/	?	5.6%	16.7%	/	-0.8%	-2.4%
HepG2 tox	-25.6%	-19.4%	-14.5%	3.7%	-24.6%	-41.9%	-19.4%	-7.9%	-25.2%	-6.2%	-26.6%
TGFb inhibitor	?	?	-0.2%	-0.9%	-13.8%	16.1%	-12.9%	8.7%	-14.4%	4.9%	-9.6%
Nrf2 activator	1.8%	-0.2%	/	-0.1%	-0.5%	0.4%	-0.4%	0.0%	4.0%	7.3%	2.2%
A549 viability	-2.6%	6.6%	1.1%	-0.2%	/	-14.4%	8.3%	-2.0%	-3.6%	2.2%	-14.0%
ATXN2 expr inh	-4.2%	-4.7%	/	-2.4%	0.7%	-10.1%	24.5%	-0.8%	/	/	-28.4%
IL-1B inflam inh	-29.6	/	/	18.6	-6.4	-6.8	/	0.0	/	-4.8	-24.1

17: CC(=O)Nc1cc2c(cc1[N+](=O)[O-])-c1ccccc1C2O (stereo unspecified)
18: Cc1ccc(C(=O)NCCSC(C)(C)C)cc1
19: Cc1ccc(OCCC(=O)NNC(=O)c2ccc(Br)cc2)cc1
20: CCN(CC)c1ccc2ccc(=O)oc2c1
21: COCCNC(=S)N(CCO)Cc1cc2cc3c(cc2[nH]c1=O)OCCO3
22: Cc1ccc2nc(/C=C/c3cccc(F)c3)ccc2c1
23: O=C(Nc1ccc(Br)cn1)c1ccc2nccnc2c1
24: CCCc1nnc(NC(=O)CCC(=O)NCc2ccccc2Cl)s1

entry no.	17	18	19	20	21	22	23	24
S2 tox	i	i	i	/	i	i	i	i
MCF10A rereplic	18.4µM*	-4.0%	6.0%	?	-8.1%	?	?	20.5%
Nrf2 inh	37.5%	/	1.9%	-29.6%	8.7%	?	?	6.5%
HepG2 tox	-2.2%	2.1%	-23.2%	0.2%	3.9%	-13.7%	5.4%	-5.3%
TGFb inhibitor	-25.2%	-1.9%	7.6%	-6.6%	0.8%	-21.4%	-21.5%	1.2%
Nrf2 activator	?	-1.7%	-0.7%	2.0%	3.3%	?	2.3%	-0.6%
A549 viability	14.8%	-1.1%	-2.2%	1.3%	-1.0%	-3.4%	-10.6%	11.8%
ATXN2 expr inh	4.5%	0.2%	2.2%	-2.9%	5.4%	37.6%[activator]	6.2%	/
IL-1B inflam inh	?	-4.7	3.9	51.1	0.0	6.1	24.3	-3.9

Taken from above:
HepG2 tox, compound 22 is entered as -13.7%
Nrf2 activator, compound 24 is entered as -0.6%

Single records, as listed above.
Cc1ccc(C(=O)NCCSC(C)(C)C)cc1 across the screens: S2 tox: i; MCF10A rereplic: -4.0%; Nrf2 inh: /; HepG2 tox: 2.1%; TGFb inhibitor: -1.9%; Nrf2 activator: -1.7%; A549 viability: -1.1%; ATXN2 expr inh: 0.2%; IL-1B inflam inh: -4.7
COCCNC(=S)N(CCO)Cc1cc2cc3c(cc2[nH]c1=O)OCCO3 across the screens: S2 tox: i; MCF10A rereplic: -8.1%; Nrf2 inh: 8.7%; HepG2 tox: 3.9%; TGFb inhibitor: 0.8%; Nrf2 activator: 3.3%; A549 viability: -1.0%; ATXN2 expr inh: 5.4%; IL-1B inflam inh: 0.0

Next structures follow:
25: C/C(=N\N(c1ccccc1)c1ccccc1)c1ccc(O)cc1
26: CC(C)(CNC(=O)c1ccccc1NS(C)(=O)=O)N1CCCCC1
27: Cc1csc(NC(=O)C2CCN(S(=O)(=O)c3ccccc3F)CC2)n1
28: CCCN(CCC)CCCNC(=O)C1CCN(S(=O)(=O)c2cccc3nsnc23)CC1

entry no.	25	26	27	28
S2 tox	i	i	i	i
MCF10A rereplic	?	14.1%	-13.0%	-34.8%[inhibitor]
Nrf2 inh	1.7%	-20.6%	?	-7.5%&0.3%
HepG2 tox	-52.1%	0.3%	-13.1%	3.8%&2.1%
TGFb inhibitor	?	5.7%	?	?
Nrf2 activator	2.4%	-0.6%	3.3%	0.1%&-0.1%
A549 viability	0.2%	0.9%	-13.8%	1.6%&1.4%
ATXN2 expr inh	-24.8%	-13.4%	-29.5%	-23.5%&-7.1%
IL-1B inflam inh	-63.2*	-3.7	11.9	1.3

Ordered by the number under IL-1B inflam inh (lowest first): four from the list above.
cpd	Molecule	Nrf2 activator	IL-1B inflam inh
25	C/C(=N\N(c1ccccc1)c1ccccc1)c1ccc(O)cc1	2.4%	-63.2*
26	CC(C)(CNC(=O)c1ccccc1NS(C)(=O)=O)N1CCCCC1	-0.6%	-3.7
28	CCCN(CCC)CCCNC(=O)C1CCN(S(=O)(=O)c2cccc3nsnc23)CC1	0.1%&-0.1%	1.3
27	Cc1csc(NC(=O)C2CCN(S(=O)(=O)c3ccccc3F)CC2)n1	3.3%	11.9
